hiPSC survival: enhancers of human iPSC single-cell survival; hiPSC single-cell survival, ATPlite luminescence; 100% = ROCK inhibitor wells, 0% = DMSO; survival enhancement, % at 20 µM; 360,000 tested, 0.044% active; in the data active = survival enhancement above about 18%;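 note: cells exposed to compounds for 16 hours before the ATP read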
aDG glyco up: increases alpha dystroglycan glycosylation | Pro5-aDG cells, alpha-DG glycosylation AlphaScreen (IIH6); 0% Pro5, 100% B10-LARGE cell signal | activation, % at 10 µM | 360,000 tested, 0.22% active;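 active = activation of at least 8% versus controls, or a plate z-score of at least 8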;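 note: Pro5 are CHO cells carrying HIG-tagged alpha-DG that lacks glycosylation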
Glyco luc inh: blocks N-linked glycosylation in D54 reporter cells; D54 ERlucT glycosylation luciferase reporter, 24 h; percent of 100 nM tunicamycin response; reporter increase, % at 12.5 µM; 360,000 tested, 0.23% active; AID 588692;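 active = mean luciferase reporter signal, scaled so untreated is 0 and the glycosylation-blocking control 100, at or above a set limit in every replicate; inconclusive = mean reaches the limit but not every replicate does; inactive = mean below the limit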;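 note: luciferase carries N-glycosylation sites so blocking glycosylation raises the light; 0% = median of neutral control wells and 100% = median of 100 nM tunicamycin wells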
ABHD5-PLIN5 inh: ABHD5-PLIN5 protein interaction inhibition. AID 602281. 360,000 tested, 0.78% active. inhibition, % at 4 µM. Split G. princeps luciferase complementation, luminescence, 4 h;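 active = inhibition above the mean inhibition across every tested compound plus 3 SD, cut at about 22% in these data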;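 note: 0% = DMSO only wells and the 100% control is not disclosed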
Target sequence (Q00G26 whole entry, looked up): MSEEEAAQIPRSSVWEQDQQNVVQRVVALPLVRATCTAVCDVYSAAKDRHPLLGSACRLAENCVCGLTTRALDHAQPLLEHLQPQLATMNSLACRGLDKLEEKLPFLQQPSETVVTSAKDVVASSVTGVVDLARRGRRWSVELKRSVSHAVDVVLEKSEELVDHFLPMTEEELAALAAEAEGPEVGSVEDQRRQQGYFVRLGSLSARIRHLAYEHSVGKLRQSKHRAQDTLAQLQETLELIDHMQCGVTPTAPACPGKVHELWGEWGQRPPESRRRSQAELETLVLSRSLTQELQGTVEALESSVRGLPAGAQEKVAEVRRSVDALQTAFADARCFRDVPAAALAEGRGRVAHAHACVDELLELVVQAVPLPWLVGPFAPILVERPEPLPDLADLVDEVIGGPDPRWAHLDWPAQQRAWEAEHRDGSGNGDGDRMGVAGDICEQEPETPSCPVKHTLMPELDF
Target sequence (Q8WTS1 whole entry, looked up): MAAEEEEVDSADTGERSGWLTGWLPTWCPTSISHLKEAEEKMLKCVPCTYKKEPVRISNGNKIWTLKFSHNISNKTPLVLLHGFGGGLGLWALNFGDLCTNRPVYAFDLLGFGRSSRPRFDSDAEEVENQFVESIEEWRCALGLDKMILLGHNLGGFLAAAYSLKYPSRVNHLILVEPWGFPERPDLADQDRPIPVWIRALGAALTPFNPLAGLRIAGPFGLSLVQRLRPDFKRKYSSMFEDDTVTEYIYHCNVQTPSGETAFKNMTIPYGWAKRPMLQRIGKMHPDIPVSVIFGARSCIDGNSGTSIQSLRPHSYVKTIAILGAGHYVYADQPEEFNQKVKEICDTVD
H9c2 protect: modulators protecting cardiomyocytes from myocardial damage. H9c2 cardiomyocytes, H2O2 injury protection, ATPLite, 2 h. protection from H2O2 cell death, % at 20 µM. 360,000 tested, 0.63% active. AID 588492;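 active = compounds giving at least 50% protection of heart cells from peroxide-induced death in the single-dose screen, raw or plate-pattern-corrected value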;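 note: 0% = DMSO wells with peroxide and 100% = DMSO wells without peroxide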
Exocytosis inh: lytic granule exocytosis inhibition; TALL-104 LAMP-1 surface exposure, flow cytometry; cells stimulated with thapsigargin and PMA; AID 651702; 360,000 tested, 0.66% active; inhibition, % at 10 µM;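 active = inhibition above about 55%, limit read from the data; inconclusive = no clear call, values can overlap the other calls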
MC4R ag barr: agonists of human melanocortin 4 receptor (MC4R) beta-arrestin. P32245. U2OS MC4R beta-arrestin complementation, luminescence; percent of melanotan II response, DMSO zero. activation, % at 8.9 µM. 360,000 tested, 0.98% active. AID 540308;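 active = activation above a per-plate cutoff, the mean activation of sample wells on that plate plus 3 SD, cut at about 8% in these data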
MC4R antagonist: antagonists of human melanocortin 4 receptor (MC4R) | P32245 | MC4R-expressing cells, MTII-stimulated cAMP, LANCE TR-FRET | inhibition, % at 6.5 µM | 360,000 tested, 0.48% active | AID 540295;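 active = inhibition above its plate's cutoff, the mean of tested wells on that plate plus 3 SD, cut at about 29% in these data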;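 note: 0% = Melanotan II alone and 100% = Melanotan II plus saturating MCL0020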
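Assay system: U2OS cells stably expressing human melanocortin 4 receptor (MC4R) / Dosing: 6.5 µM / Timing: compound 30 min, challenge 1 h, detection 1 h / Measured by: Eu-cAMP/anti-cAMP TR-FRET, emission 671 nm / Replicates: singlicate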
m5-HT2A agonist: mouse HTR2A agonism via beta-arrestin recruitment. P35363. CHO-K1 mHTR2A beta-arrestin complementation, luminescence; percent of 30 µM serotonin response. activation, % at 7.6 µM. 360,000 tested, 0.66% active. AID 624169;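 active = activation above a run cutoff, the mean activation of all tested compounds plus 3 SD, cut at about 14% in these data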;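 note: 0% = plate median of compound wells and 100% = 30 µM serotonin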
ABCB6 inh MLPCN: human ABCB6 transporter inhibition; Q9NP58; K562-ABCB6 porphyrin accumulation, flow cytometry, 1 h; active compounds read low; fluorescence ratio to DMSO, % at 10 µM; 360,000 tested, 0.19% active;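 active = fluorescence ratio to DMSO below 75%, the collection mean minus 3 SD; inconclusive = too few cells collected in the well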;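 note: signal is porphyrin accumulated inside mitochondria; 100% equals median channel fluorescence of DMSO control wells; lower ratio means ABCB6 inhibition with less porphyrin fluorescence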
The depositor's hits bear a star; ? = inconclusive; . = not tested or not shown. Hits appear at their usual frequency. About 4.5% of those tested had a hit in this group.

SMILES	hiPSC survival	aDG glyco up	Glyco luc inh	ABHD5-PLIN5 inh	H9c2 protect	Exocytosis inh	MC4R ag barr	MC4R antagonist	m5-HT2A agonist	ABCB6 inh MLPCN
C#CCn1cc(C=C2C(=O)c3ccccc3C2=O)c2ccccc21	-1.2	-0.2	1	6	-11	-2	-0.3	5	2	115
CCO[C@@H]1OC(C(N)=O)=C[C@H](C2CC2)[C@H]1CCCO	-1.5	0.0	2	2	10	12	-1.9	1	0	93
C#CCOCCOCCOCCNc1nc(N2CCN(C(=O)[C@H]([C@@H](C)CC)n3cc([C@@H](N)CO)nn3)CC2)nc(N2CCN(C(=O)[C@H](CCCCN)n3cc([C@@H](N)C(C)CC)nn3)CC2)n1 (stereo partly drawn)	3.2	-0.1	0	-17	-4	0	0.2	6	5	104
COCCOC(=O)c1c(C)oc2ccc(OC(=O)c3cccs3)cc12	-1.2	0.0	1	-2	-11	3	-2.2	1	-1	88
CCc1cc(C(c2cccc(OC)c2)N2CCOCC2)c(NC(=O)c2ccccc2)s1 (stereo not drawn)	6.8	-0.2	-2	13	1	31	-1.2	0	-1	99
CN(C)CCNC(=O)/C(=C/c1ccc(-c2cccc([N+](=O)[O-])c2)o1)NC(=O)c1ccccc1	-0.8	-0.2	-1	2	7	16	-3.5	-20	-1	101
CCCc1cc(=O)n2[nH]c(NC(=O)c3ccco3)nc2n1	0.1	0.0	2	0	-3	-10	2.8	25	-5	94
O=C(Nc1ccc2ccccc2c1)c1ccc(Br)o1	0.2	0.3	-14	-5	-9	0	-1.9	0	-8	99
O=C(c1cccc(S(=O)(=O)N2CCc3ccccc3C2)c1)N1CCN(c2ccccc2)CC1	-1.1	0.7	-5	3	6	-2	-0.2	0	-7	99
O=C(OCC(=O)c1c[nH]c2ccccc12)c1cc(Br)ccc1O	1.3	0.0	-1	-2	-10	-1	0.3	8	-1	99
CCCC(C)c1nnc(NC(=O)C2CCCO2)s1 (stereo not drawn)	1.7	0.2	1	-6	-4	0	-0.7	-2	-1	94
CCOC(=O)c1sc(NC(=O)C2CC(=O)N(c3ccc(OC)cc3)C2)nc1C (stereo not drawn)	-0.5	-0.1	1	1	-4	-2	-1.2	1	-3	97
COc1ccc(CN(Cc2cccnc2)S(=O)(=O)c2ccc(-n3cnnn3)c(C)c2)cc1OC	-2.1	-0.2	0	2	4	-2	0.2	7	-3	99
O=C(NCc1cccnc1)c1ccc(-c2cccc(Cl)c2Cl)o1	-0.8	1.6	2	8	-2	0	0.5	4	-7	103
CCc1nc2cc(CC(=O)O)ccc2o1	9.8	-0.2	2	2	-6	-1	0.0	0	4	97
NC(=O)c1ccc(NC(=O)COC(=O)C(Cc2ccccc2)NC(=O)c2ccccc2)cc1 (stereo not drawn)	-1.4	-0.1	1	-2	6	-1	-0.8	11	-3	98
Cc1nc2c(c(C)nn2-c2ccccc2)c(C)c1Cl	0.1	0.7	-4	0	-3	-2	1.3	4	0	97
CN(c1ccc(O)cc1)c1nc(-c2cccnc2)cs1	0.0	-0.1	-1	5	-14	-7	-0.5	-1	-3	95
COc1ccc(C(=O)NCc2nnc(SCC(=O)Nc3ccccc3OC)o2)cc1	0.1	-0.1	-1	3	3	-12	-0.8	-4	4	105
CCCCCc1c(-c2cccc(Br)c2)ncn1CCc1ccccc1OC	-0.5	1.2	.	-12	.	5	.	.	0	113

An excerpt of these results, with bars between the fields.
canonical_smiles | hiPSC survival | aDG glyco up | Glyco luc inh | ABHD5-PLIN5 inh | H9c2 protect | Exocytosis inh | MC4R ag barr | MC4R antagonist | m5-HT2A agonist | ABCB6 inh MLPCN
CCOC(=O)c1sc(NC(=O)C2CC(=O)N(c3ccc(OC)cc3)C2)nc1C (stereo not drawn) | -0.5 | -0.1 | 1 | 1 | -4 | -2 | -1.2 | 1 | -3 | 97
COc1ccc(CN(Cc2cccnc2)S(=O)(=O)c2ccc(-n3cnnn3)c(C)c2)cc1OC | -2.1 | -0.2 | 0 | 2 | 4 | -2 | 0.2 | 7 | -3 | 99
O=C(NCc1cccnc1)c1ccc(-c2cccc(Cl)c2Cl)o1 | -0.8 | 1.6 | 2 | 8 | -2 | 0 | 0.5 | 4 | -7 | 103
CCc1nc2cc(CC(=O)O)ccc2o1 | 9.8 | -0.2 | 2 | 2 | -6 | -1 | 0.0 | 0 | 4 | 97
NC(=O)c1ccc(NC(=O)COC(=O)C(Cc2ccccc2)NC(=O)c2ccccc2)cc1 (stereo not drawn) | -1.4 | -0.1 | 1 | -2 | 6 | -1 | -0.8 | 11 | -3 | 98
Cc1nc2c(c(C)nn2-c2ccccc2)c(C)c1Cl | 0.1 | 0.7 | -4 | 0 | -3 | -2 | 1.3 | 4 | 0 | 97
CN(c1ccc(O)cc1)c1nc(-c2cccnc2)cs1 | 0.0 | -0.1 | -1 | 5 | -14 | -7 | -0.5 | -1 | -3 | 95
COc1ccc(C(=O)NCc2nnc(SCC(=O)Nc3ccccc3OC)o2)cc1 | 0.1 | -0.1 | -1 | 3 | 3 | -12 | -0.8 | -4 | 4 | 105
CCCCCc1c(-c2cccc(Br)c2)ncn1CCc1ccccc1OC | -0.5 | 1.2 | . | -12 | . | 5 | . | . | 0 | 113

Following part:
SMILES	hiPSC survival	aDG glyco up	Glyco luc inh	ABHD5-PLIN5 inh	H9c2 protect	Exocytosis inh	MC4R ag barr	MC4R antagonist	m5-HT2A agonist	ABCB6 inh MLPCN
CSc1ncccc1-c1nc2ccccc2[nH]1	-2.6	0.2	3	-1	-8	1	-1.3	8	-2	99
O=C(Nc1ncc([N+](=O)[O-])s1)C1CCN(S(=O)(=O)c2cnc[nH]2)CC1	-0.1	-0.3	0	3	4	-6	-2.5	-4	1	102
COc1ccc(NC(=O)CSc2nnnn2C2CCCC2)c(OC)c1	0.2	0.4	1	-2	-6	-13	-0.1	3	2	100
CCOC(=O)N1CCC(NC(=O)c2cc(C(=O)Nc3ccc(S(=O)(=O)N4CCCCC4)cc3)ccc2CO)CC1	-0.5	-0.1	0	-1	0	2	-2.8	-1	4	96
COc1ccc(-n2c(Cc3cccn3C)nnc2SCC(=O)Nc2cccc(F)c2)cc1	-1.9	-0.2	-2	5	-12	2	-0.7	5	-2	102
COc1ccc(CC(=O)O/N=C(\N)Cc2ccc(OC)c(OC)c2)cc1	7.6	0.1	0	-1	-4	-1	1.5	10	-1	96
Cc1cccc(NC(=S)NCc2cccn2C)c1	-3.1	-0.2	1	-1	-1	2	-0.9	4	-3	101
CCN(C(=O)CSc1nc2cc(Cl)ccc2c(=O)n1Cc1ccco1)C1CCS(=O)(=O)C1 (stereo not drawn)	0.0	-0.7	0	-1	10	-3	-1.0	23	-2	98
CN(C(=O)COC(=O)CNC(=O)c1ccc2ccccc2c1)c1c(N)n(Cc2ccccc2)c(=O)[nH]c1=O	-0.5	0.0	3	-5	12	-1	0.4	3	3	96
C=CCC[C@H](Cc1ccc(F)cc1)C(=O)OC[C@H](Cc1c[nH]c2ccccc12)NC(=O)[C@@H](CC=C)CC(=O)N[C@@H](CO)Cc1ccccc1	0.5	0.5	-10	-3	2	-4	24*	8	-3	99
Cc1nnc(Nc2ccccn2)c2ccccc12	-0.5	-0.1	3	-3	4	-1	-0.7	5	-9	99
O=C1CSC(c2ccccn2)N1c1ccc(Cl)c(Cl)c1 (stereo not drawn)	1.2	-0.2	-1	-10	5	-4	1.5	8	3	97
COc1ccc(/C=C2\CCCC3C2=NN(C(=O)c2ccco2)C3c2ccc(OC)c(OC)c2)cc1OC (stereo not drawn)	-1.9	0.1	-1	5	8	1	-2.3	11	5	97
CCc1noc(C)c1C(=O)N1CC(C)SC1=Nc1ccc(Cl)cc1 (stereo not drawn)	-0.4	0.1	-2	3	-20	-1	-1.6	2	-2	86
COC(=O)c1ccc(NC(=O)COC(=O)c2nc3nccc(C)n3n2)cc1	1.6	-0.3	1	1	1	0	0.6	2	1	99
Cc1ccc(NNC(N)=S)cc1Cl	-0.1	0.0	0	0	10	6	0.9	-4	4	98
Cc1c(C(=O)Nc2ccncc2)sc2nc(-c3ccccc3)cn12	-1.8	3.6	-6	0	-17	-3	6.1	1	-6	101
COc1ccc2nc(SCC(=O)NC3CCCC3)c(C)cc2c1	-0.1	0.2	21	-3	0	13	-1.9	-4	-1	93
COC(=O)[C@H](C)NC(=O)N1CCC(Cc2ccccc2)CC1	-0.6	-0.1	0	11	-1	?	1.6	6	1	95
COc1cc(C(O)c2nc(-c3ccccc3)cs2)ccc1F (stereo not drawn)	10	0.2	0	3	-13	0	4.2	12	4	99
O=C(c1c(F)cccc1F)N(Cc1ccccn1)C1CC1	8.4	0.4	2	-6	10	7	2.1	-4	6	105
COc1ccccc1C(=O)N1CCCN(C(=O)c2ccccc2OC)CC1	-1.0	0.0	-2	-2	5	0	0.7	9	0	102
CC(=O)c1sc(NC(=O)CCS(=O)(=O)c2ccc(C)cc2)nc1C	-0.4	4.4	-7	4	0	4	-0.1	3	2	98
O=C(Cc1cccs1)Nc1nnc(C2CC2)s1	0.2	-0.3	-1	1	-1	-6	0.2	13	0	104
C=CCNC(=O)COCc1cc(-c2ccc3c(c2)OCO3)on1	-0.2	0.0	2	1	-5	1	-1.9	9	0	104
CCOC(=O)Nc1ccc2c(c1)N(C(=O)CCN(CC)CC)c1ccccc1CC2	-0.3	0.1	-2	0	3	20	-0.3	19	-4	94
CC(CNc1nc2ccccc2n2cnnc12)c1ccccc1 (stereo not drawn)	1.7	0.1	-1	9	12	-19	1.1	13	4	164
O=C(CN1CCCC1)Nc1ccc(Br)cc1[N+](=O)[O-]	0.6	0.1	3	-7	0	1	0.7	0	4	95
CCSC(SCC)[C@H](O)[C@@H](O)[C@H](O)[C@H](O)CO	-1.1	-0.1	5	-2	4	0	-0.6	9	9	98
COc1cc(/C=C/c2ccc3c([N+](=O)[O-])cccc3n2)ccc1OCC(=O)O	0.1	-0.3	3	2	0	1	-1.3	-13	2	100
Cc1noc(C)c1S(=O)(=O)N(C)C[C@H]1OCc2cn(nn2)CCCC(=O)N([C@H](C)CO)C[C@@H]1C	-1.0	-0.4	0	-10	1	1	0.7	27	-2	153
Cc1ccc(N/N=C(\C#N)C(=N)N2CCOCC2)cc1	1.2	-0.1	-1	-1	-3	-1	0.1	-16	0	89
O=C(NN1CC(C(=O)OCc2ccc(Br)cc2)CC1=O)c1ccccc1 (stereo not drawn)	-0.3	0.0	2	-3	-2	-2	3.6	6	0	101
N#Cc1c(-c2ccccc2)nc(SCC(=O)N2c3ccccc3Sc3ccccc32)[nH]c1=O	-0.3	0.2	2	-2	5	2	0.9	2	3	98
COc1cc(C(=O)Nc2cc(S(=O)(=O)N3CCOCC3)ccc2N2CCOCC2)cc(OC)c1C	-0.4	1.8	4	-4	7	-1	-2.2	15	-2	96
c1ccc(-c2nccc3ccccc23)cc1	-0.6	0.2	-3	8	0	6	0.7	-1	0	103

High-throughput results as filed in PubChem.
